From PubChem
MT1-MMP act inh = blockers of MT1-MMP proenzyme processing, primary screen, HT1080 RFP-PRO-GFP cells, GFP/RFP fluorescence; GFP/RFP ratio change, % at 20 µM; GFP/RFP ratio fluorescence, overnight; percent of plate control window, DMSO zero; AID 651647, 2012; Matrix metalloproteinase-14 (Homo sapiens), P50281; 360,000 compounds, 0.061% hits;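 active = GFP/RFP ratio change of at least 30% with cell ATP level not reduced by more than half and red fluorescence within 50% of control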; also: strong numbers were not always called active
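Assay system: HT1080 RFP-PRO-GFP cells | Dosing: 20 µM single dose, 1% DMSO | Incubation: Cells overnight before dosing, compound overnight, 37 °C, 5% CO2 | Evaluation: GFP/RFP fluorescence ratio | Control set: DMSO-only wells and HT1080 RFP-L50D-GFP cell wells as references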
CSN inh = inhibitors of CSN-mediated cullin deneddylation, primary screen, biochemical, fluorescence polarization, uHTS; COP9 signalosome complex subunit 5 (Homo sapiens), Q92905; Purified CSN, SCF-Nedd8-OG deneddylation; inhibition, % at 12.5 µM; 360,000 compounds, 0.38% hits; AID 651999, 2013;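 active = pattern-corrected inhibition above about 35%, with an unprinted fluorescence ratio check between 0.5 and 1.5, limit read from the data, passing the limit was not always enough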;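 also: 0% = enzyme with substrate and 100% = substrate without enzyme; some results filed as inactive read as strong as hits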
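Assay system: purified human Csn5 enzyme expressed in HEK293T cells; measure: % inhibition; also added: SCFSkp2-Nedd8OG substrate at 10 nM final; technique: fluorescence polarization; times: reaction 90 min, room temperature; medium: Tris buffer pH 7.5, NaCl, DTT, Tween-20, trehalose, ovalbumin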
MLLE-PAM2 inh = inhibitors of PABP1 MLLE–PAM2 peptide binding, primary screen, biochemical, fluorescence polarization, FITC-PAM2, GST-MLLE. Polyadenylate-binding protein 1 (Homo sapiens), P11940. inhibition, % at 20 µM. 360,000 compounds, 0.36% hits. AID 588489, 2011; in the data active = inhibition above about 35%, passing the limit was not always enough;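 also: plate controls were DMSO wells with GST-MLLE for no effect and wells lacking GST-MLLE protein for full effect; some results filed as inactive read as strong as hits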
MsrA inhibitor = bovine MsrA enzyme inhibitors, primary screen, biochemical, absorbance, HTS; purified bovine MsrA, absorbance read-out; inhibition, % at 15.5 µM; 360,000 compounds, 0.75% hits; AID 651718, 2012; in the data active = inhibition above about 4.5%;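 also: 0% = vehicle wells with enzyme and 100% = reference inhibitor wells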
E coli Lon inh = inhibitors of E. coli Lon protease, primary screen, biochemical, fluorescence polarization; purified E. coli Lon protease; inhibition, % at 7.94 µM; 360,000 compounds, 0.42% hits; AID 602123, 2011; in the data active = inhibition above about 13%, passing the limit was not always enough;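 also: 0% = enzyme with probe and DMSO and 100% = no enzyme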
FAS TE block = FAS thioesterase domain inhibitors, primary screen, biochemical, fluorescence intensity, uHTS; Fatty acid synthase (Homo sapiens), P49327; recombinant FAS-TE, OMFH fluorogenic substrate, fluorescence endpoint; inhibition, % at 15 µM; 360,000 compounds, 0.67% hits; AID 602261, 2012;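 active = compounds whose normalised, plate-corrected inhibition of enzyme fluorescence in the single-dose primary screen is 50% or more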;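 also: 0% = DMSO with enzyme and 100% = substrate without enzyme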
Rpn11 block = Rpn11 (PSMD14) deubiquitinase inhibitors, primary screen, biochemical, fluorescence polarization, uHTS. 26S proteasome non-ATPase regulatory subunit 14 (Homo sapiens), O00487. human 26S proteasome, Ub4-pepOG fluorescence polarization; 20S core pre-blocked with epoxomicin. 360,000 compounds, 0.59% hits. calls only at 20 µM;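 active = inhibition at 20 µM, scaled to each plate's controls, above about 33%, limit read from the data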
bovine MsrA act = bovine MsrA enzyme activators, primary screen, biochemical, absorbance, HTS; purified bovine MsrA, absorbance read-out; activation, % at 10.6 µM; 360,000 compounds, 0.3% hits; in the data active = activation above about 7.5%;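 also: 0% = vehicle and 100% = reference activator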
Rin1 Abl inh = inhibitors of Rin1-Abl protein binding, primary screen, biochemical, TR-FRET. Tyrosine-protein kinase ABL1 (Homo sapiens) + Ras and Rab interactor 1 (Homo sapiens), …. inhibition, % at 7.35 µM. 360,000 compounds, 0.4% hits. AID 588664, 2011; in the data active = inhibition above about 5%, passing the limit was not always enough
* = called active by the depositor; i = inactive.

no.	Compound	MT1-MMP act inh	CSN inh	MLLE-PAM2 inh	MsrA inhibitor	E coli Lon inh	FAS TE block	Rpn11 block	bovine MsrA act	Rin1 Abl inh
1	C(#CCN1CCC(Cc2ccccc2)CC1)COCCOCc1ccccc1	-2.2	-0.1	12.1	-0.9	1.4	9.1	i	0.7	-2.7
2	CC(=O)Nc1ccc(S(=O)(=O)N2CCN=C2SCc2ccc([N+](=O)[O-])cc2)cc1	10.3	-4.0	8.3	-0.9	-2.5	13.5	i	-5.9	1.4
3	O=C(CN(Cc1ccccc1Cl)C(=O)CN1C(=O)CSc2ccccc21)NC1CC1	-3.7	2.7	5.5	0.0	1.2	0.2	i	-4.2	-1.0
4	Cn1c(=O)c(=O)n(C)c2cc(S(=O)(=O)CCC(=O)Nc3cccc(C(F)(F)F)c3)ccc21	3.3	0.9	5.0	1.2	6.2	13.4	i	-3.1	-2.5
5	Cc1cccc(-c2nnc(-c3ccccc3)o2)c1	2.0	-2.1	6.7	-0.3	-6.3	0.5	i	-4.3	0.1
6	CCC(=O)N1c2ccc(S(=O)(=O)NC3CCCCC3)cc2CC1C (centres undefined)	4.2	1.7	-0.4	0.0	-8.2	-3.6	i	-1.8	1.6
7	Cn1cccc1C(=O)OCC(=O)c1ccc(Br)s1	0.2	1.4	-29.8	-0.1	2.1	12.9	i	-3.0	-4.7
8	CCC(C)(C)NC(=O)C(c1ccncc1)N(C(=O)c1sc(C)nc1C)c1ccc(C)cc1 (centres undefined)	-1.1	-5.2	0.2	0.1	8.2	-10.7	i	-1.8	3.4
9	C=CCNC(=O)c1ccccc1NC(=O)COc1ccccc1	-2.0	-0.3	8.3	-1.3	-10.3	-0.3	i	-5.6	0.5
10	Oc1ccc(/C=N/NC(=S)Nc2cccnc2)cc1	1.8	2.7	38.3*	7.9*	0.2	-4.2	i	-2.2	-1.6
11	Cc1ccc(N(C)S(=O)(=O)c2cc3c(cc2C)NC(=O)CO3)cc1	3.9	-3.6	-9.2	0.7	-3.2	-5.6	i	0.0	-5.3
12	COc1ccccc1CCNS(=O)(=O)CCNC(=O)c1ccccc1	2.3	-6.0	-2.3	-0.9	16.1	-1.8	i	-2.0	2.5
13	CN1CCCCC1(C)C(=O)NCc1ccc(F)cc1 (centres undefined)	-4.0	0.9	-5.6	-0.7	-8.9	-2.7	i	-2.5	-0.2
14	CC(C)CCNC(=O)c1cc2c(=O)[nH]c3ccccc3c2s1	7.5	1.5	5.0	-0.5	2.3	-0.3	i	-2.1	-5.7
15	O=S(=O)(Nc1cc(Cl)cc(Cl)c1)N1CCOCC1	0.8	-6.6	-13.4	-0.6	-2.5	-4.0	i	-4.2	2.8

Entries 11 through 14, reprinted for reference:
no.	Compound	MT1-MMP act inh	CSN inh	MLLE-PAM2 inh	MsrA inhibitor	E coli Lon inh	FAS TE block	Rpn11 block	bovine MsrA act	Rin1 Abl inh
11	Cc1ccc(N(C)S(=O)(=O)c2cc3c(cc2C)NC(=O)CO3)cc1	3.9	-3.6	-9.2	0.7	-3.2	-5.6	i	0.0	-5.3
12	COc1ccccc1CCNS(=O)(=O)CCNC(=O)c1ccccc1	2.3	-6.0	-2.3	-0.9	16.1	-1.8	i	-2.0	2.5
13	CN1CCCCC1(C)C(=O)NCc1ccc(F)cc1 (centres undefined)	-4.0	0.9	-5.6	-0.7	-8.9	-2.7	i	-2.5	-0.2
14	CC(C)CCNC(=O)c1cc2c(=O)[nH]c3ccccc3c2s1	7.5	1.5	5.0	-0.5	2.3	-0.3	i	-2.1	-5.7

(continued)
no.	Compound	MT1-MMP act inh	CSN inh	MLLE-PAM2 inh	MsrA inhibitor	E coli Lon inh	FAS TE block	Rpn11 block	bovine MsrA act	Rin1 Abl inh
16	O=C(CCc1ccccc1)NCCSCc1c(F)cccc1Cl	-1.1	-12.1	-0.7	-1.7	-0.6	-3.3	i	-7.8	-0.9
17	O=C(O)c1cccc(N=NN2CCCCCC2)c1	-1.7	0.9	7.6	1.2	7.6	-12.9	i	-6.1	-0.1
18	O=C(NC(=S)NCCN1CCOCC1)c1ccc(Cl)cc1	1.8	0.8	36.2	0.4	-0.8	-11.0	i	-6.1	5.5
19	Cc1cc(C)c(S(=O)(=O)N2CCC3(CC2)OCCN3S(=O)(=O)c2cccs2)c(C)c1	2.1	-3.3	-7.1	2.1	-7.5	25.3	i	-1.6	-3.2
20	Cc1[nH]n(-c2ccccc2)c(=O)c1N=Nc1ccc(C(=O)O)cc1	3.6	1.2	2.3	-1.2	4.7	5.1	i	-4.0	-2.9
21	Cc1ccc(-c2nnc(-c3ccccc3)c(N3CCOCC3)n2)cc1	-2.3	1.0	6.0	2.0	-3.1	9.6	i	-4.7	2.3
22	O=C(NCCN1CCCCCC1)C1CCCN1S(=O)(=O)c1cccc2nsnc12 (centres undefined)	11.5	1.7	-9.8	1.5	-1.7	-6.5	i	-9.3	-1.8
23	COC(=O)C1=C(N)Oc2c(oc(CO)cc2=O)C1c1ccccc1F (centres undefined)	6.8	0.9	-5.4	0.9	-8.4	-6.3	i	0.1	-0.9
24	CC(=O)Nc1ccc(C(C#N)=Cc2ccc(N(C)CCC#N)cc2)cc1	-19.8	5.5	-17.6	1.1	-20.9	-4.7	i	-3.7	1.4
25	CCCCNC(=O)CCCCC(=O)N/N=C/c1cccc(Cl)c1	3.9	-2.5	8.4	1.2	1.7	-5.9	i	-2.8	-2.1
26	C[C@H](CO)N1C[C@H](C)[C@@H](CN(C)Cc2ccc3c(c2)OCO3)Oc2c(NC(=O)Cc3ccccc3)cccc2C1=O	-5.2	8.7	10.1	-0.1	3.7	7.3	i	-1.0	3.3
27	O=C(NC1CCCCCCC1)c1cc(COc2ccc3ncccc3c2)on1	-6.7	4.0	12.4	-0.2	4.6	20.8	i	-0.7	-2.3
28	CC(c1nnc(SCC(=O)Nc2cccnc2Cl)n1-c1ccccc1)N(C)C (centres undefined)	0.6	-2.5	20.8	-0.8	-6.4	6.4	i	5.2	-5.3
29	O=C(CSc1nnc(-c2cccnc2)n1-c1ccccc1)Nc1ccccn1	-2.2	2.6	-7.5	-0.9	-2.8	-6.7	i	-2.4	4.3
30	CNCc1c(C)nn(-c2ccccc2)c1C	1.0	-9.8	-37.2	0.3	6.6	-2.5	i	-2.4	-2.3
31	CCOC(=O)N/N=C(\C)c1ccc(-n2cnnn2)cc1	-1.1	-5.1	-4.1	1.2	-4.5	-6.8	i	-4.0	0.6
32	Cc1nc(-c2ccc(S(=O)(=O)N3CCCN(CCc4ccccc4)CC3)s2)cs1	10.5	5.1	-4.1	3.0	4.9	29.6	i	-10.4	-1.5
33	Cc1cc(C(=O)OCn2nnc3ccccc3c2=O)c(C)n1-c1ccccc1	-6.1	-3.7	1.0	-0.1	-10.4	26.0	i	-0.8	-2.8
34	Cc1ccccc1-c1cnc(C(O)c2ccc(Cl)cc2)[nH]1 (centres undefined)	1.5	0.0	1.0	-0.5	4.3	1.3	i	0.8	0.3
35	COC(=O)Cc1c(C)c2ccc(OCC(=O)N3CCCC(C)C3)c(C)c2oc1=O (centres undefined)	1.6	-4.5	-8.2	1.7	-1.1	-0.5	i	-2.6	2.1
36	C#CCNC(=O)c1ccc2sc([C@H]3C[C@H](O)[C@@H](CO)O3)nc2c1	-1.6	-2.0	-0.6	0.3	-5.7	-11.6	i	-5.6	5.4
37	CN(Cc1ccccc1)N=Nc1nc[nH]c1C(N)=O	2.0	-8.4	-3.0	2.9	9.9	-0.9	i	-3.1	1.6
38	CCC(=O)N1CCN(c2ccccc2NC(=S)NC(=O)c2ccco2)CC1	-1.7	-1.0	24.2	1.2	-8.7	4.6	i	-4.5	-1.2
39	Cc1ccc(C(=O)N/N=C\C=C\c2ccc(Br)cc2)cn1	2.7	0.7	-17.0	2.1	-2.0	1.9	i	-15.7	0.4
40	C=C(C)CN(CC)C(=O)CC1C(=O)NCCN1CC(C)(C)C (centres undefined)	-3.1	-3.1	1.7	-0.3	1.6	-5.4	i	-3.9	-0.1
41	Cc1cc(C(=O)CSc2nnnn2-c2ccc(O)cc2)c(C)n1C	2.4	-4.6	-59.8	-2.1	-1.0	-7.8	i	-3.9	0.1
42	N/C(=N\OC(=O)C1CCCCC1)c1ccccn1	-0.2	0.3	-0.7	0.9	-8.9	-4.4	i	-1.4	-2.2
43	Cc1nnc(Oc2ccc([N+](=O)[O-])cc2)c2ccccc12	-2.9	-4.3	-12.4	-0.9	-2.5	0.8	i	-2.8	-1.9
44	CC(=O)c1ccccc1NC(=O)COC(=O)/C=C/c1ccc(C)o1	5.4	-2.5	13.1	2.9	-5.6	10.2	i	-2.0	0.4
45	COc1ccc(S(=O)(=O)N(C)CC(=O)NCCCN2CCOCC2)cc1Cl	3.1	-2.0	-10.4	-1.0	-0.6	-3.8	i	-1.8	3.0
46	CCOC(=O)c1cc2c(nc1NC(=S)Nc1ccccc1)CC(C)(C)OC2	0.4	1.2	16.2	1.7	-2.6	-10.7	i	-1.8	0.0
47	Cc1ccc(C(=O)NC(=S)N2CCCCCC2)cc1	5.0	2.8	37.9	-0.9	-1.8	-4.2	i	0.9	-0.5
48	CC1=NC(Nc2nc(C)c3ccccc3n2)=NC(C)(C)C1	-11.3	3.4	-16.1	1.2	-14.1	-14.2	i	-2.1	-5.6
49	CCN(CC)S(=O)(=O)c1ccc(NCC2COc3ccccc3O2)c([N+](=O)[O-])c1 (centres undefined)	-2.7	4.2	-5.3	1.2	-4.8	-108.9	i	-0.6	0.8
50	COc1cc2nc(NCC3CCCO3)n3nc(-c4cccnc4)nc3c2cc1OC (centres undefined)	19.6	-11.0	-7.4	-0.9	0.7	-1.0	i	-2.3	2.4
51	COc1ccccc1NC(=O)CN(C)S(=O)(=O)c1ccc(F)cc1	-1.5	-1.8	7.0	-0.8	-3.6	-5.5	i	6.3	1.0
